Bioassay records as filed in PubChem BioAssay.
STK33 kinase inh – inhibitors of purified STK33 kinase, primary screen, biochemical, ADP-Glo luminescence, homogeneous, cell-free; MBP phosphorylation; inhibition, % at 10 µM; hit rate 0.073% among 320,000; AID 2661, 2010;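 active = inhibition at or above 25%, using the most active replicate where run in duplicate; inactive = inhibition below 25%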
Target sequence (Q9BYT3 whole entry, looked up): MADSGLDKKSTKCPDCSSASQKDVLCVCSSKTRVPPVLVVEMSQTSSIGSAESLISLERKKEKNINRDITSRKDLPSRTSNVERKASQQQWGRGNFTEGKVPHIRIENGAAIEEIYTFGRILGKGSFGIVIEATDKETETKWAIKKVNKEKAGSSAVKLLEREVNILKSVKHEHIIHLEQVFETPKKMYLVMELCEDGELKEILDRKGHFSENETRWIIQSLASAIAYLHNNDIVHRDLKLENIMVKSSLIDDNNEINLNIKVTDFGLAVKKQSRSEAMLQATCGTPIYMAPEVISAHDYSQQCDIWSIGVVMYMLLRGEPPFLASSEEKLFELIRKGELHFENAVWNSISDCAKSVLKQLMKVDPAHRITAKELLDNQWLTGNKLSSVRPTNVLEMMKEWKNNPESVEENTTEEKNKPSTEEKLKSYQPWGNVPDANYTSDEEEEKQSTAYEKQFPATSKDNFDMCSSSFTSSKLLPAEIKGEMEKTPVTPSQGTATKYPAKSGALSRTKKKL
OX1R antag – antagonists of human orexin 1 receptor (OX1R). AID 485270, 2010. OX1R-expressing cells, FRET antagonist read-out. hit rate 1.8% among 330,000. inhibition, % at 6.6 µM; in the data active = inhibition mostly above about 38%, no sharp cut-off; inactive = mostly below about 40%;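 note: 0% = agonist challenge alone and 100% = reference antagonist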
Target sequence (O43613 whole entry, looked up): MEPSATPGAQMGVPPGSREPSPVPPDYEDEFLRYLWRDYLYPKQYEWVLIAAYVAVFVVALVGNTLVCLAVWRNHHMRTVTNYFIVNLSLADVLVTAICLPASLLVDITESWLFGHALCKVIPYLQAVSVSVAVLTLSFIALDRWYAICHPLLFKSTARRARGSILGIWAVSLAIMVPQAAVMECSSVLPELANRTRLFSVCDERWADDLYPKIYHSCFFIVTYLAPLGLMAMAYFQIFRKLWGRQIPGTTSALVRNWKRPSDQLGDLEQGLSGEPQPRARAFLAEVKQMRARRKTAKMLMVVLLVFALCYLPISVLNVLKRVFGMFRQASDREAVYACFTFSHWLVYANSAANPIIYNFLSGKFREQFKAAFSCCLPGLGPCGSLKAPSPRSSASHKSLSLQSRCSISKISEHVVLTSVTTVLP
Starred values were filed as active, the others as inactive; . = no result given.

SMILES	STK33 kinase inh	OX1R antag
COc1cc2c(cc1NC(=O)CC1SC(N3CCCC3)=NC1=O)oc1ccccc12 (stereo unspecified)	1.7	2
O=C(Cc1cccc2ccccc12)OCn1nnc2ccccc2c1=O	-1.4	1
CCN(C(=O)CSc1nnc(C)n1-c1cccc(C)c1)C1CCS(=O)(=O)C1 (stereo unspecified)	-0.4	-2
O=C(Nc1c2c(nn1-c1ccc(Cl)cc1)CS(=O)(=O)C2)C1CC1	-2.3	12
CCC(Oc1ccc(C)cc1)C(=O)Nc1ccc(S(=O)(=O)Nc2cc(C)on2)cc1 (stereo unspecified)	-1.4	3
Nc1ccccc1C(=O)N1CCCC1	-0.1	9
COc1ccc(OC)c(N/C(C)=C/C(=O)c2ccc(C)o2)c1	0.4	16
CCCCN(C(=O)c1cc2ccccc2o1)c1c(N)n(CCC)c(=O)[nH]c1=O	-1.0	4
CC(=O)Nc1cc(NC(C)=O)c(N=Nc2ccccc2)cc1C	-1.0	27
CCCCC(=O)c1c(C)cc(C)[nH]c1=O	-3.2	12
O=C(Nc1cccc([N+](=O)[O-])c1)c1cnccn1	-0.8	45
CC12COC3(C(=O)Nc4ccccc4F)CC1CCC32C (stereo unspecified)	-1.1	9
O=C(COc1ccc2c3c(c(=O)oc2c1)CCCC3)NC(Cc1ccc(Cl)cc1)C(=O)O (stereo unspecified)	-1.0	12
Cc1ccc(-n2nnnc2SCC#N)cc1	-0.4	12
O=C(NCc1cccnc1)NC1CC(=O)N(c2ccc3c(c2)OCCO3)C1 (stereo unspecified)	-1.4	7
Cc1oc(C(C)(C)C)cc1C(=O)NCC(=O)NCC(=O)O	0.9	25
COc1cc2c(cc1O)C(SC)=NC(C)(C)C2	-0.7	14
O=C(NCCN1CCOCC1)c1cc2sccc2n1Cc1ccc(F)cc1	-1.1	11
Cc1c(S(=O)(=O)N(C)C2CCCCC2)c(=O)n(C)c(=O)n1C	-0.7	3
COc1ccccc1-n1c(SCC(=O)Nc2ccccc2C)nc(O)cc1=O	-1.4	6
CS(=O)(=O)c1nc(S(=O)(=O)c2ccc(Cl)cc2)c(N2CCN(CCO)CC2)s1	-3.0	5
O=c1c2ccccc2ncn1-c1ccc2c(c1)OCCO2	0.6	12
CCCCN(C)CCN1C(=O)C2C(C(=O)Nc3ccc(C)cc3)C3C=CC2(O3)C1C(=O)NC1CCCCC1 (stereo unspecified)	-3.1	24
O=C(CN1C(=O)C2C3c4ccccc4C(c4ccccc43)C2C1=O)Nc1cccc(C(=O)O)c1 (stereo unspecified)	-0.7	11
O=C(CN1CCN(S(=O)(=O)c2cccc(Br)c2)CC1)NCCc1cccs1	0.7	5
More entries
SMILES	STK33 kinase inh	OX1R antag
CCOCc1nnc(NC(=O)c2cc(OC)cc(OC)c2)s1	0.2	16
O=C(Nc1ccc(Cl)cc1)Nc1ccccc1C(=O)NCc1ccco1	-0.1	11
Cc1ccc(NC(=O)COC(=O)c2ccco2)cc1C	-1.1	3
CCOc1cc(C2C(C(=O)OC(C)C)=C(C)NC3=C2C(=O)CCC3)cc([N+](=O)[O-])c1O (stereo unspecified)	-2.1	15
CCC(=O)Nc1nnc(/C=C/c2ccccc2)s1	0.4	2
COc1ccc2c(Cl)c(C(=O)NN3CCN(C)CC3)sc2c1	3.1	9
S=C(NCC1CCCO1)c1ccc(Br)cc1 (stereo unspecified)	-2.5	7
O=C(O)c1cnn2c(C(F)F)cc(C(F)F)nc12	-0.7	26
O=C(CN1CCN(S(=O)(=O)c2ccccc2F)CC1)N1CCc2ccccc2C1	-1.0	7
Cc1ccccc1N1C(=O)C2ON(c3ccccc3)C(c3cccnc3)C2C1=O (stereo unspecified)	-0.2	1
CC1CC(C)CN(C(=O)c2ccccc2Nc2ccc(SC(F)F)cc2)C1 (stereo unspecified)	-0.3	8
COc1cc(C)ccc1OCCCCN1CC(C)OC(C)C1 (stereo unspecified)	-0.4	4
CCOC(=O)c1c(NC(=O)COC(=O)c2c(C)noc2C)sc2c1CCC2	-1.4	8
O=C(Nc1c2c(nn1-c1ccc([N+](=O)[O-])cc1)CS(=O)(=O)C2)c1cccs1	0.3	33
Cc1ccc(Nc2ncccc2C(N)=O)cc1[N+](=O)[O-]	-0.8	13
Cc1cc(=O)oc(C)c1C(=O)NCCc1ccccc1	-0.1	21
COc1cccc(NC(=O)C2CCCN2S(=O)(=O)c2ccc3c(c2)C(C)(C)C(=O)N3C)c1 (stereo unspecified)	-0.4	9
COc1cc2oc(=O)cc(-c3ccc(-c4ccc(F)c(Cl)c4)cc3)c2c(OC)c1OC	.	12
CC(=O)C(=Cc1cc(C)n(-c2ccccc2)c1C)C(C)=O	-2.9	11
O=C(CC(C(=O)O)c1c(F)cccc1Cl)c1ccc(Cl)cc1 (stereo unspecified)	-1.2	8
Cc1c(NC(=O)c2cnn3cccnc23)c(=O)n(-c2ccccc2)n1C	-0.3	8
CCOC(=O)Cn1c(=O)oc2cc(S(=O)(=O)Nc3cc(Cl)ccc3OC)ccc21	-1.4	8
O=C(NCc1ccncc1)C(=O)NCC1OCCCN1S(=O)(=O)c1ccccc1 (stereo unspecified)	-1.0	15
CCCNC(=O)CS(=O)(=O)Cc1nc(-c2ccccc2C)oc1C	-0.3	10
CSCCC(NC(=O)c1ccccc1)C(=O)NCCCSc1ccccc1 (stereo unspecified)	-2.7	11
Next structures follow.
SMILES	STK33 kinase inh	OX1R antag
OCc1c(Cl)nc2ccccn12	-1.1	18
CC(=O)c1ccc2noc(-c3ccc(C)cc3)c2c1	7.0	19
c1ccc(-n2nnnc2-c2cnc(-c3cccnc3)nc2-c2cccs2)cc1	-0.2	47
COc1cccc(NC(=S)N(CCCN2CCC(C)CC2)Cc2cccs2)c1	-0.4	17
Cc1ccc(NC(=S)N(CCN(C)C)Cc2cccs2)cc1	-1.5	19
O=C(C1CCOCC1)N1CCCC(N2CCN(c3ccc(F)cc3)CC2)C1 (stereo unspecified)	0.0	10
CN(C)CC(O)CN1C(=O)N(CN2C(=O)N(CC(O)CN(C)C)C(=O)C2(C)C)C(C)(C)C1=O (stereo unspecified)	-0.9	10
COC(=O)CCCC(=O)NC1CCCN(C2Cc3ccccc3C2)C1 (stereo unspecified)	-0.2	-11
COc1ccccc1C(OC(=O)c1ccco1)C(=O)NC(C)(C)C (stereo unspecified)	-0.1	22
CCOC(=O)N1CCN(Cc2nc(-c3ccc(C)cc3)no2)CC1	0.5	14
O=C(Nc1ccccc1)OCC1CCCO1 (stereo unspecified)	5.0	5
S=C(NCc1ccc2c(c1)OCO2)Nc1ccc(-c2nc3ccccc3[nH]2)cc1	-0.7	25
COc1cccc(N2CCN(C3CC(=O)N(c4ccc(F)c(Cl)c4)C3=O)CC2)c1 (stereo unspecified)	-1.1	14
Cc1ccc(NC(=O)C2C(=O)N(C)c3ccccc32)cc1 (stereo unspecified)	1.7	1
O=C(NC(N1CCCC1)C(Cl)(Cl)Cl)c1ccccc1 (stereo unspecified)	1.0	4
C[C@@H]1NC(=O)c2cc([N+](=O)[O-])cc(I)c2OCC[C@@H](C(N)=O)NC(=O)[C@H](CCCCN)NC1=O	-1.2	34
COC(=O)COn1c(-n2nc(C)cc2C)nc2ccccc2c1=O	-3.7	2
CC(=O)Nc1ccc(S(=O)(=O)NCC(=O)Nc2ccc3c(c2)OCO3)cc1	-2.4	6
CCN(CC)c1ccc(NC(=O)CN2CCN(S(=O)(=O)c3cc(Cl)ccc3OC)CC2)cc1	-1.3	5
CC(NC(=O)c1ccccc1Br)c1nnc(SCC(=O)NC2CCCCC2)n1C (stereo unspecified)	-1.2	13
Cc1ccc(C(=O)N/C(=C\c2cccs2)C(=O)NCC2CCCO2)cc1C (stereo unspecified)	1.6	24
COc1ccc(C2CC(=O)Nc3ccccc3S2(=O)=O)cc1OC (stereo unspecified)	-0.6	16
Fc1ccccc1-c1nnc2n1N=C(c1ccc(OC(F)F)c(OCC3CC3)c1)CS2	-1.2	11
Cc1nn(-c2ccccc2)c(Cl)c1/C=N/NC(=O)CCNc1n[nH]c(=O)[nH]c1=O	-3.0	13
CC(C)NC(=O)c1ccccc1NC(=O)c1ccccc1N(C)S(C)(=O)=O	-1.3	-4
Additional entries:
SMILES	STK33 kinase inh	OX1R antag
CCN(CC)C(=O)[C@H]1CC(CC(=O)NCc2cccc(C(F)(F)F)c2)C(=O)N2CCc3c([nH]c4ccccc34)[C@]12C (stereo partly specified)	0.1	2
O=C(COC(=O)c1cc([N+](=O)[O-])ccc1N1CCOCC1)Nc1ccccc1OC(F)F	-1.8	32
CCC(C)NC(=O)[C@@H]1CSC2c3ccccc3C(=O)N21 (stereo partly specified)	0.5	22
C/C(=N/NC(=O)c1cccs1)c1ccc(NC(=O)COc2ccc(Cl)cc2Cl)cc1	0.0	25
O=C(N/N=C/c1c(Cl)[nH]c2ccccc12)c1sc2ccccc2c1Cl	.	100*
CCC(=O)Nc1ccc2c(c1)N(C(C)=O)c1ccccc1CC2	0.1	3
Cc1ccc(OCCOCCN2CCN(C)CC2)c([N+](=O)[O-])c1	-1.0	21
COc1ccc(C(=O)N2CCC(N3CCN(c4ccccc4)CC3)CC2)cc1	-0.3	15
Cn1cc(CN2CCN(c3ccccc3)CC2)c2ccccc21	-0.5	7
COc1ccc(C(=O)COC(=O)C2CC3CCCC(C2)C3=O)cc1Br (stereo unspecified)	0.1	3
O=C(CN(Cc1ccco1)S(=O)(=O)c1ccccc1)N/N=C/c1ccccc1C(=O)O	-0.9	9
Cc1ccc(N2CC(=O)N(NC(=O)c3sc4nc(C)cc(C)c4c3N)CC2=O)cc1	-1.2	7
CCOC(=O)c1cc(-c2ccc(F)cc2)n(CC(=O)NC(C)CC)c1C (stereo unspecified)	0.2	12
C=CCc1cccc(/C=C/c2cc(=O)c3ccccc3[nH]2)c1O	3.2	31
CCn1cc(C(=O)NCc2ccco2)c2cc(OC)c(OC)cc2c1=O	-1.2	14
OC1c2cc(Br)ccc2N=C2CCCN21 (stereo unspecified)	-3.3	-7
CCC(c1nnnn1Cc1ccccc1)N(Cc1ccco1)Cc1cc2cc(OC)ccc2[nH]c1=O (stereo unspecified)	0.2	18
Cc1c(NC(=O)/C(C#N)=C/c2ccc(-c3ccc(Cl)c(Cl)c3)o2)c(=O)n(-c2ccccc2)n1C	.	17
CCOc1ccc(CCNC(=O)COC(=O)/C=C/c2ccccc2)cc1OCC	-0.4	9
COc1cc(OC)c(-c2c3cc(O)c(=O)cc-3oc3cc(O)c(O)cc23)cc1OC	0.1	17
Cc1nnc(SCCN2CCOCC2)n1C	.	4
O=C(Nc1ccc(N2CCOCC2)c(Cl)c1)c1ccc2c(c1)OCCO2	-0.8	5
O=C(O)c1nn(-c2cccc(C(F)(F)F)c2)ccc1=O	-1.2	7
CCc1nnc(NC(=O)Cc2ccc(Br)cc2)s1	-0.4	3
Cc1ccc(S(=O)(=O)N2[C@@H](c3ccc(Br)cc3)C(C(=O)O)=CC[C@H]2c2cccc(Cl)c2)cc1	-1.1	6
Next section:
SMILES	STK33 kinase inh	OX1R antag
COc1ccc(N/C(=C(/C(Cl)=C(Cl)Cl)[N+](=O)[O-])n2nnc3ccccc32)cc1	-0.4	27
O=C(O)C1CCN(C(=O)c2cccc3ccccc23)CC1	0.4	11
O=C(NCc1cccnc1)c1ccc(S(=O)(=O)Nc2ccccc2)cc1	-1.6	21
Cc1cc(C)nc(NN=C(c2ccccc2)c2ccccc2)n1	0.1	11
CCOC(=O)CN1C(=O)C(=O)N(Cc2ccccc2F)C1=O	-0.1	0
Cc1ccccc1NC(=O)COC(=O)c1c(-c2ccccc2)noc1C	-1.6	6
CC(C)CCc1noc(CN(C)CCC2CCOCC2)n1	0.5	15
O=C(O)CC(c1cccc2ccccc12)n1cccc1 (stereo unspecified)	-1.4	28
Cc1cc(OC(=O)c2ccccc2Br)cc(=O)n1C	0.4	16
COc1ccc(NC(=O)CNS(=O)(=O)c2cccs2)c(OC)c1	0.9	11
CCCCOc1ccc(CC2CCC(=O)NC2=O)cc1 (stereo unspecified)	1.2	-14
COC(=O)CCC(=O)OC1(C)C(=O)C=C2C=C(C3CC3)N(Cc3ccco3)C=C2C1=O (stereo unspecified)	1.0	29
Cc1ccc(C(C)C)cc1OCC(=O)N/N=C/c1ccc2c(c1)OCCO2	-0.3	20
COc1cc2c(cc1OC)C(c1cccc([N+](=O)[O-])c1)=NCC2	-0.7	3
c1coc(-c2nc3c4c5c(sc4ncn3n2)CCCC5)c1	1.4	10
